Assay outcomes from PubChem BioAssay.
IDH1 R132H inh: blocks human IDH1 R132H reductase activity | O75874 | 70,000 tested, 0.18% active | AID 624101 | diaphorase/resazurin fluorescence, 60 min | inhibition, % at 10 µM; in the data active means inhibition above about 34%;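 further: 0% = DMSO and 100% = no enzyme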
Target sequence (O75874 whole entry R132H): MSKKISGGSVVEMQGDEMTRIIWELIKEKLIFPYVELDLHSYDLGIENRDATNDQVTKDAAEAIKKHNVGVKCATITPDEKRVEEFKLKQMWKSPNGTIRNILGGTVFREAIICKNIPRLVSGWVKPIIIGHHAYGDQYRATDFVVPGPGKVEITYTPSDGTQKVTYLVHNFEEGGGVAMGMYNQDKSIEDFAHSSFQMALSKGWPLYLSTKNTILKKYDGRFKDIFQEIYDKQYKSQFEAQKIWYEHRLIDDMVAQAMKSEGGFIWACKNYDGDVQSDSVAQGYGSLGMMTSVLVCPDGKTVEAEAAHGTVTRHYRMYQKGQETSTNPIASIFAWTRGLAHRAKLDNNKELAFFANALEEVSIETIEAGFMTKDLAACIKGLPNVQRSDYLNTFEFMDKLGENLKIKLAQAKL
PRC2 inh: inhibitors of human EZH2/PRC2 methyltransferase | AID 651548 | PRC2 H3K27 methylation, DELFIA TRF, 1 h | inhibition, % at 12.5 µM | Q15910 | 57,000 tested, 0.35% active;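 active means mean inhibition of replicates at least 50% and every single replicate also reaching 50%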;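 further: dimethyl H3K27 on biotinylated H3 21-44 peptide detected by antibody; plate controls were median neutral control wells for no effect and median positive control wells for full effect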
* hit, by the source's call. A portion of the library (hit frequency here may not be typical).

What do the screens show for `C[C@H]1CN([C@@H](C)CO)S(=O)(=O)c2ccc(C#CC(C)(C)O)cc2O[C@@H]1CN(C)CC1CC1`?
IDH1 R132H inh: -8.1; PRC2 inh: -8.2

What do the screens show for `O=C(C[C@H]1C=C[C@H](NC(=O)Nc2ccc3c(c2)OCO3)[C@@H](CO)O1)NCc1ccc(Cl)cc1`?
IDH1 R132H inh: 0.0; PRC2 inh: 0.7

What do the screens show for `COc1ccc(S(=O)(=O)N(C)C[C@@H]2Oc3cc(-c4cccc(F)c4)ccc3S(=O)(=O)N([C@@H](C)CO)C[C@@H]2C)cc1`?
IDH1 R132H inh: -0.1; PRC2 inh: -2.3

How did CO[C@H](CN(C)C(=O)c1ccccc1F)[C@H](C)CN([C@@H](C)CO)S(=O)(=O)c1ccccc1 do in these assays?
IDH1 R132H inh: -0.1; PRC2 inh: -4.9

How did COCC(=O)Nc1ccc2c(c1)C(=O)N(C)C[C@@H](OC)[C@H](C)CN(CC1CCCCC1)[C@H](C)CO2 do in these assays?
IDH1 R132H inh: -0.1; PRC2 inh: -20.0

What do the screens show for `COc1ccccc1OCC(=O)Nc1cc(Cl)ccc1O`?
IDH1 R132H inh: -0.4; PRC2 inh: -5.3

How did C[C@@H]1CN([C@@H](C)CO)C(=O)Cc2cc(NS(=O)(=O)c3ccccc3)ccc2O[C@@H]1CN(C)S(=O)(=O)c1cccs1 do in these assays?
IDH1 R132H inh: -4.1

How did O=C(C[C@H]1CC[C@H](NC(=O)C2CC2)[C@H](CO)O1)NC1CCC1 do in these assays?
IDH1 R132H inh: 0.1; PRC2 inh: 0.2

How did COC(=O)c1ccccc1NC(=O)COc1cc(C)ccc1C(C)C do in these assays?
IDH1 R132H inh: -0.1; PRC2 inh: 0.9

What do the screens show for `CO[C@@H]1CN(C)C(=O)c2ccc(NC(=O)Nc3cc(F)ccc3F)cc2OC[C@@H](C)N(C(=O)c2cnccn2)C[C@H]1C`?
IDH1 R132H inh: -0.4; PRC2 inh: -3.6

What do the screens show for `COCC#Cc1cnc2c(c1)C(=O)N([C@@H](C)CO)C[C@H](C)[C@@H](CN(C)C(=O)Nc1ccc(OC)cc1)O2`?
IDH1 R132H inh: -0.4

How did O=C(C[C@H]1C[C@H]2c3cc(NC(=O)c4ccc5c(c4)OCO5)ccc3O[C@H]2[C@H](CO)O1)NCc1cc(F)ccc1F do in these assays?
IDH1 R132H inh: -0.2; PRC2 inh: 1.9

Results for COC(=O)c1sccc1NC(=O)CSc1nnnn1-c1ccccc1F ?
IDH1 R132H inh: 0.0; PRC2 inh: 1.2

How did CC(C)Oc1ccc2c(=O)cc(-c3ccccc3)oc2c1 do in these assays?
IDH1 R132H inh: 0.7

How did COc1ccc(OC)c(S(=O)(=O)NCCO)c1 do in these assays?
IDH1 R132H inh: 0.0; PRC2 inh: -3.1

What do the screens show for `CCOc1ccc(-c2nc(SCc3ccc(C(=O)OC)o3)n[nH]2)cc1`?
IDH1 R132H inh: -0.4; PRC2 inh: -3.5

How did COc1ccc(NC(=O)Nc2ccc3c(c2)[C@@H]2C[C@H](CC(=O)N(C)C)O[C@H](CO)[C@@H]2O3)cc1 do in these assays?
IDH1 R132H inh: 0.4; PRC2 inh: 4.5

What do the screens show for `CC(=O)N(C)C[C@@H]1Oc2ncc(C#Cc3ccccc3)cc2C(=O)N([C@@H](C)CO)C[C@@H]1C`?
IDH1 R132H inh: -7.3; PRC2 inh: -7.1

Results for O=C(COc1ccc([N+](=O)[O-])cc1)Nc1ccccc1OC(F)F ?
IDH1 R132H inh: 0.7; PRC2 inh: 6.0

What do the screens show for `COC(=O)c1ccc(C2C(C(=O)c3cc4ccccc4o3)C(=O)C(=O)N2Cc2ccncc2)cc1` (stereo unspecified)?
IDH1 R132H inh: 0.5; PRC2 inh: -23.1

How did O=C(NC(=S)Nc1cccc(-c2ccc(CO)o2)c1)c1cc2ccccc2o1 do in these assays?
IDH1 R132H inh: 0.2; PRC2 inh: 4.5

What do the screens show for `C[C@@H]1CN([C@H](C)CO)C(=O)c2cccc(NC(=O)CCCCCC(=O)Nc3ccccc3N)c2O[C@@H]1CN(C)C(=O)Nc1ccc(F)cc1`?
PRC2 inh: -13.2

Results for COc1ccc(S(=O)(=O)Nc2ccc3c(c2)CC(=O)N([C@@H](C)CO)C[C@@H](C)[C@H](CN(C)C(=O)Nc2ccc4c(c2)OCO4)O3)cc1 ?
IDH1 R132H inh: 0.2

Results for C[C@@H]1CN([C@@H](C)CO)S(=O)(=O)c2ccc(C#Cc3ccc(F)cc3)cc2O[C@H]1CN(C)C(=O)CN(C)C ?
IDH1 R132H inh: 6.7; PRC2 inh: -31.4

How did COCC(=O)Nc1ccc2c(c1)[C@@H]1C[C@H](CC(=O)NCc3ccccn3)O[C@H](CO)[C@@H]1O2 do in these assays?
IDH1 R132H inh: -2.0; PRC2 inh: 12.5

What do the screens show for `O=C(Cc1ccncc1)NCC[C@@H]1CC[C@H](NC(=O)Nc2cccc(F)c2)[C@@H](CO)O1`?
IDH1 R132H inh: -0.3; PRC2 inh: 4.6

Results for CCCC#Cc1cnc2c(c1)C(=O)N([C@@H](C)CO)C[C@H](C)[C@@H](CN(C)C(=O)Cc1cccnc1)O2 ?
IDH1 R132H inh: 0.0

How did O=C(CSc1nnc(-c2ccccc2O)n1-c1ccccc1)Nc1ccccc1Cl do in these assays?
IDH1 R132H inh: 0.6; PRC2 inh: -0.6

What do the screens show for `Cc1cccc(NC(=O)CSc2nc3sc4c(c3c(=O)[nH]2)CCCC4)c1`?
IDH1 R132H inh: 0.2; PRC2 inh: 33.9

How did COc1cc2c(c3c1C(=O)C[C@H](c1ccccc1)O3)C=CC(C)(C)O2 do in these assays?
IDH1 R132H inh: 0.4

Part of the list above in order of molecular weight, low to high.
How did COc1cc2c(c3c1C(=O)C[C@H](c1ccccc1)O3)C=CC(C)(C)O2 do in these assays?
IDH1 R132H inh: 0.4

What do the screens show for `Cc1cccc(NC(=O)CSc2nc3sc4c(c3c(=O)[nH]2)CCCC4)c1`?
IDH1 R132H inh: 0.2; PRC2 inh: 33.9

How did O=C(CSc1nnc(-c2ccccc2O)n1-c1ccccc1)Nc1ccccc1Cl do in these assays?
IDH1 R132H inh: 0.6; PRC2 inh: -0.6

Results for C[C@@H]1CN([C@@H](C)CO)S(=O)(=O)c2ccc(C#Cc3ccc(F)cc3)cc2O[C@H]1CN(C)C(=O)CN(C)C ?
IDH1 R132H inh: 6.7; PRC2 inh: -31.4

Results for COc1ccc(S(=O)(=O)Nc2ccc3c(c2)CC(=O)N([C@@H](C)CO)C[C@@H](C)[C@H](CN(C)C(=O)Nc2ccc4c(c2)OCO4)O3)cc1 ?
IDH1 R132H inh: 0.2

What do the screens show for `C[C@@H]1CN([C@H](C)CO)C(=O)c2cccc(NC(=O)CCCCCC(=O)Nc3ccccc3N)c2O[C@@H]1CN(C)C(=O)Nc1ccc(F)cc1`?
PRC2 inh: -13.2

Next part:
What do the screens show for `O=C(Cn1cc(C(=O)c2ccccc2)c2ccccc21)Nc1ccc(Cl)cc1`?
IDH1 R132H inh: 0.2; PRC2 inh: 15.1

Results for O=C(C[C@@H]1C[C@@H]2c3cc(NC(=O)NC4CCCC4)ccc3O[C@@H]2[C@H](CO)O1)NCc1ccccc1F ?
IDH1 R132H inh: -0.1; PRC2 inh: 1.9

What do the screens show for `COc1ccc(S(=O)(=O)Nc2ccc3c(c2)CC(=O)N([C@H](C)CO)C[C@@H](C)[C@@H](CN(C)S(=O)(=O)c2cccs2)O3)cc1`?
IDH1 R132H inh: -1.1

What do the screens show for `COc1ccc(NC(=O)N(C)C[C@@H]2Oc3c(NC(=O)Nc4ccc(C(F)(F)F)cc4)cccc3C(=O)N([C@H](C)CO)C[C@H]2C)cc1`?
IDH1 R132H inh: 0.4

What do the screens show for `C[C@@H]1CN([C@@H](C)CO)C(=O)c2cc(C#Cc3ccccn3)cnc2O[C@H]1CN(C)Cc1cncnc1`?
IDH1 R132H inh: -8.0; PRC2 inh: 12.3

What do the screens show for `C[C@H](CO)N1C[C@H](C)[C@H](CN(C)S(=O)(=O)c2ccc(F)cc2)Oc2c(NS(=O)(=O)c3cccs3)cccc2C1=O`?
IDH1 R132H inh: -0.7

Results for CCOc1ccc(NC(=O)CSc2ncccn2)cc1 ?
IDH1 R132H inh: 0.2; PRC2 inh: 4.7

Results for COc1cccc(-c2cn(CC[C@H]3CC[C@@H](NC(=O)CN(C)C)[C@H](CO)O3)nn2)c1 ?
IDH1 R132H inh: 0.1; PRC2 inh: -0.3

How did C[C@H]1CN([C@@H](C)CO)C(=O)c2cc(-c3ccc(F)cc3)cnc2O[C@H]1CN(C)CC1CCOCC1 do in these assays?
IDH1 R132H inh: 2.0

What do the screens show for `CN1CCN(C(=O)C[C@H]2C=C[C@@H](NC(=O)Nc3ccccc3F)[C@@H](CO)O2)CC1`?
IDH1 R132H inh: -0.1; PRC2 inh: 1.8

Results for C[C@H](CO)N1C[C@H](C)[C@H](CN(C)Cc2ccc(Cl)c(Cl)c2)Oc2c(NC(=O)c3cnccn3)cccc2C1=O ?
PRC2 inh: 5.3

Results for C[C@@H]1CCCCO[C@H](CN(C)CC2CCCCC2)[C@H](C)CN([C@@H](C)CO)C(=O)c2cc(NC(=O)c3ccncc3)ccc2O1 ?
IDH1 R132H inh: 4.4

Results for CCCC[C@H]1OB(O)C[C@H]2C1=C(COc1ccccc1)C[C@H]1C(=O)N(Cc3ccccc3)C(=O)[C@H]12 ?
PRC2 inh: -4.3

Results for Cc1ccc(NC(=O)CSc2nc(O)c(C)c(=O)n2-c2ccccc2F)c(C)c1 ?
IDH1 R132H inh: 1.2; PRC2 inh: -10.2

What do the screens show for `C[C@H]1CN([C@@H](C)CO)C(=O)c2cc(-c3ccc(C#N)cc3)cnc2O[C@@H]1CN(C)C(=O)c1ccccc1`?
IDH1 R132H inh: 0.5

How did COc1cccc(C(=O)Nc2ccc(NC(=O)C3C4C=CC(C4)C3C(=O)O)cc2)c1 (stereo unspecified) do in these assays?
IDH1 R132H inh: 0.2; PRC2 inh: -12.7

Results for C[C@H](CO)N1C[C@H](C)[C@H](CN(C)Cc2ccncc2)Oc2ccc(NS(=O)(=O)c3cn(C)cn3)cc2C1=O ?
IDH1 R132H inh: 0.1; PRC2 inh: 6.6

What do the screens show for `CO[C@H](CN(C)S(=O)(=O)c1cn(C)cn1)[C@@H](C)CN(C(=O)Nc1ccc(C(F)(F)F)cc1)[C@@H](C)CO`?
IDH1 R132H inh: -0.2; PRC2 inh: -15.8

What do the screens show for `CN1CCN(C(=O)c2cc3c(c(-c4cccc(C#CCC5CCCC5)c4)n2)[C@H](CCO)N(S(=O)C(C)(C)C)C3)CC1` (stereo partly specified)?
IDH1 R132H inh: 0.2; PRC2 inh: -31.2

What do the screens show for `C[C@H](CO)N1C[C@H](C)[C@@H](CN(C)C(=O)Nc2ccc(F)cc2)Oc2ccc(NC(=O)Nc3ccc(F)cc3)cc2C1=O`?
IDH1 R132H inh: 0.7

How did C[C@@H]1CCCCO[C@H](CN(C)Cc2ccc(Cl)c(Cl)c2)[C@@H](C)CN([C@H](C)CO)C(=O)c2cc(N(C)C)ccc2O1 do in these assays?
IDH1 R132H inh: -0.4

What do the screens show for `C[C@H](CO)N1C[C@H](C)[C@H](CN(C)Cc2ccc(C(=O)O)cc2)Oc2ncc(-c3ccc(F)cc3)cc2C1=O`?
IDH1 R132H inh: 0.4; PRC2 inh: -5.8

What do the screens show for `C[C@H](CO)N1C[C@H](C)[C@@H](CN(C)S(=O)(=O)c2cccs2)Oc2c(NS(=O)(=O)c3ccccc3)cccc2C1=O`?
IDH1 R132H inh: -2.0

How did C[C@H]1CCCCO[C@H](CN(C)S(=O)(=O)c2ccccc2)[C@@H](C)CN([C@@H](C)CO)C(=O)c2cc(NC(=O)CCCN(C)C)ccc2O1 do in these assays?
IDH1 R132H inh: 4.4

What do the screens show for `CO[C@@H]1CN(C)C(=O)c2cc(NC(=O)c3cc(C)on3)ccc2OC[C@@H](C)N(C)C[C@@H]1C`?
IDH1 R132H inh: 0.0; PRC2 inh: 9.1

Results for CCCC#Cc1cnc2c(c1)C(=O)N([C@H](C)CO)C[C@@H](C)[C@@H](CN(C)C(=O)Cc1cccnc1)O2 ?
IDH1 R132H inh: -0.5

Results for COc1ccccc1S(=O)(=O)N[C@H]1CC[C@H](CC(=O)N2CCCCC2)O[C@@H]1CO ?
IDH1 R132H inh: 0.2; PRC2 inh: -8.4

Results for CCn1ccc(CNC(=O)Nc2cccc(C(F)(F)F)c2)n1 ?
IDH1 R132H inh: 0.7

What do the screens show for `COc1ccc(S(=O)(=O)Nc2ccc3c(c2)C(=O)N([C@@H](C)CO)C[C@@H](C)[C@@H](CN(C)Cc2ccc(C(=O)Nc4ccccc4N)cc2)O3)cc1`?
PRC2 inh: -16.6

How did C[C@H]1CN([C@@H](C)CO)C(=O)Cc2cc(NS(=O)(=O)c3ccc(F)cc3)ccc2O[C@@H]1CN(C)Cc1ccncc1 do in these assays?
IDH1 R132H inh: 11.5; PRC2 inh: 4.4

What do the screens show for `CCCC(=O)Nc1ccc2c(c1)OC[C@@H](C)N(Cc1ccc(-c3ccccn3)cc1)C[C@H](C)[C@H](OC)CN(C)C2=O`?
IDH1 R132H inh: -0.4; PRC2 inh: -23.2

Results for C[C@@H]1CN([C@H](C)CO)C(=O)Cc2cc(NC(=O)Cc3cn(C)c4ccccc34)ccc2O[C@H]1CN(C)C(=O)Nc1cccc2ccccc12 ?
IDH1 R132H inh: -21.4

Results for Nc1nc(SCc2nnc(Nc3ccccc3)s2)nc2sc3c(c12)CCC3 ?
IDH1 R132H inh: 0.7

How did COc1ccc(Br)cc1S(=O)(=O)Nc1ccc(Cl)cn1 do in these assays?
IDH1 R132H inh: 0.7; PRC2 inh: 4.1

What do the screens show for `C[C@@H]1CN([C@@H](C)CO)C(=O)c2cc(NC(=O)CCC(F)(F)F)ccc2O[C@@H]1CN(C)Cc1ccc(C(=O)O)cc1`?
IDH1 R132H inh: -0.2; PRC2 inh: 5.0
